PABP1 MLLE inh: blocks PAM2 peptide binding to the PABP1 MLLE domain; inhibition, % at 20 µM; GST-MLLE / FITC-PAM2 fluorescence polarization; P11940; hit rate 0.36% among 360,000; in the data active = inhibition above about 35%, passing the limit was not always enough;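 note: plate controls were DMSO wells with GST-MLLE for no effect and wells lacking GST-MLLE protein for full effect; some results filed as inactive read as strong as hits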
Target sequence (P11940 whole entry, looked up, the tested form may be a part): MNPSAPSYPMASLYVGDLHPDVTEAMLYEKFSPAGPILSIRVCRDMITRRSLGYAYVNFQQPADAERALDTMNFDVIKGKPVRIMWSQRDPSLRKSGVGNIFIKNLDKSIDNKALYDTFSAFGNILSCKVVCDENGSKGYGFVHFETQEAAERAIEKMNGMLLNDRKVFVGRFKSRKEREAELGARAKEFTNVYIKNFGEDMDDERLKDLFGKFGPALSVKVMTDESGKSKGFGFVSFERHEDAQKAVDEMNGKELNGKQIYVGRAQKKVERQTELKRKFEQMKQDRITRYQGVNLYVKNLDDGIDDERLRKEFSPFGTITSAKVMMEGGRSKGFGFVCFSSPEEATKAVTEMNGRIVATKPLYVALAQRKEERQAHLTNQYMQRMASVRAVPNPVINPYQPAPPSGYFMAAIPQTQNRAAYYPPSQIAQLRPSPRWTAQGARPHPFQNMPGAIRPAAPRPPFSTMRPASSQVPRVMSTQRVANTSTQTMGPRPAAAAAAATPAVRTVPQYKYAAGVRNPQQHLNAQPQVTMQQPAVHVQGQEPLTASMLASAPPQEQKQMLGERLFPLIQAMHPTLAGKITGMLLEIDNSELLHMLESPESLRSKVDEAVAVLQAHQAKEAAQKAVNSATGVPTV
Rpn11 inh: blocks the human proteasome subunit Rpn11; AID 588493; human 26S proteasome, Ub4-pepOG fluorescence polarization; 20S core pre-blocked with epoxomicin; calls only at 20 µM; hit rate 0.59% among 360,000; O00487;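 active = inhibition at 20 µM, scaled to each plate's controls, above about 33%, limit read from the data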
STEP block: STEP (human) phosphatase inhibition; AID 588621; inhibition, % at 20 µM; hit rate 0.25% among 360,000; recombinant STEP, OMFP fluorogenic substrate, fluorescence;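 active = inhibition at 20 µM, scaled per plate between control wells, above about 37%, limit read from the data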;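 note: 0% = DMSO with enzyme and substrate and 100% = substrate only without enzyme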
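Also added – OMFP at 25 µM · Test system – STEP tyrosine phosphatase · Technique – FITC-channel fluorescence of OMFP product · Schedule – 20 min at room temperature, dark · Evaluation – control-normalized % inhibition with plate pattern correction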
Scp1 inh: blocks human Scp-1 phosphatase activity | Q9GZU7 | Recombinant Scp1, phosphopeptide, malachite green phosphate absorbance | inhibition, % at 20 µM | hit rate 0.88% among 340,000 | AID 493091;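 active = inhibition above about 50% at 20 µM, limit read from the data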;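 note: plate controls were DMSO wells with enzyme for no effect and wells lacking enzyme for full effect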
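Material – SCP-1 phosphatase catalytic domain, residues 76-261 · Buffer or medium – Acidic Tris acetate buffer with magnesium and detergent · Also added – Phospho 17-mer peptide substrate · Compound – single 20 µM dose, 1% DMSO · Times – 45 min room-temperature reaction, 5 min colour, 30 min stabiliser · Technique – Phosphate-binding colour reagent, absorbance read at 630 nm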
NadD inh: NadD (S. aureus) enzyme inhibition; purified NadD enzyme, colorimetric absorbance read-out; inhibition, % at 20 µM; hit rate 0.78% among 360,000; AID 602399; in the data active = inhibition above about 26%; note: some compounds past the cut are filed as inactive
Tb MetRS inh: blocks T. brucei methionyl-tRNA synthetase activity. purified T. brucei MetRS, ATP depletion, Kinase-Glo luminescence. inhibition, % at 11.9 µM. hit rate 0.4% among 360,000;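 active = inhibition above a per-plate cutoff of the control wells' mean inhibition plus 3 SD, cut at about 5.5% in these data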;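 note: 0% = DMSO wells median and 100% = median of wells with control inhibitor compound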
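Material – parasite MetRS enzyme · Medium – HEPES-MgCl2-KCl buffer plus DTT, spermine, BSA, pyrophosphatase · Reagent – ATP, methionine and E. coli bulk tRNA substrates · Times – 15 min enzyme-compound preincubation, 2 h reaction, 10 min detection, 25 °C · Measured by – luminescence of leftover ATP · Evaluation – percent inhibition relative to median high and low control wells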
DNMT1 block: inhibitors of human DNMT1 | P26358 | DNMT1 molecular beacon, Hinp1I cleavage, fluorescence | inhibition (reported as % activation of signal), % at 10 µM | hit rate 0.83% among 360,000 | AID 588458; in the data active = inhibition above about 50%
LMPTP inh: LMPTP (human) inhibition. P24666. recombinant LMPTP-A, OMFP fluorogenic substrate, fluorescence intensity. inhibition, % at 20 µM. hit rate 0.22% among 360,000;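 active = compounds that cut the enzyme signal by at least half of the control window in the single-dose screen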;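 note: plate controls were DMSO wells with enzyme plus substrate for no effect and substrate without enzyme for full effect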
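Test system: LMPTP-A phosphatase enzyme. Amount: LMPTP-A at 0.625 nM final in the reaction. Reagent: OMFP substrate, 400 µM final. Times: 50 min at room temperature. Signal: endpoint fluorescence intensity from OMFP dephosphorylation. Read-out basis: % inhibition. Benchmarks: no-enzyme and uninhibited controls.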
SUMO1 PPI mod: modulators of human SUMO1-mediated protein-protein interactions; AID 602429; hit rate 0.33% among 360,000; P63165; inhibition, % at 20 µM; SUMO1 binding to a labelled peptide, TR-FRET, 1 h; in the data active = inhibition above about 37%
Target sequence (P63165 whole entry, looked up): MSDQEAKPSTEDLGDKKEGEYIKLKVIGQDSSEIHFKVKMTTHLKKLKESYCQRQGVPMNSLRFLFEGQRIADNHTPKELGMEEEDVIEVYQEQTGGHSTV
CSN deneddyl inh: inhibitors of human CSN-mediated cullin deneddylation; Purified CSN, SCF-Nedd8-OG deneddylation, fluorescence polarization; inhibition, % at 12.5 µM; hit rate 0.38% among 360,000; AID 651999;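 active = pattern-corrected inhibition above about 35%, with an unprinted fluorescence ratio check between 0.5 and 1.5, limit read from the data, passing the limit was not always enough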;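 note: 0% = enzyme with substrate and 100% = substrate without enzyme; some results filed as inactive read as strong as hits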
Target sequence (Q92905 whole entry, looked up, one chain of several): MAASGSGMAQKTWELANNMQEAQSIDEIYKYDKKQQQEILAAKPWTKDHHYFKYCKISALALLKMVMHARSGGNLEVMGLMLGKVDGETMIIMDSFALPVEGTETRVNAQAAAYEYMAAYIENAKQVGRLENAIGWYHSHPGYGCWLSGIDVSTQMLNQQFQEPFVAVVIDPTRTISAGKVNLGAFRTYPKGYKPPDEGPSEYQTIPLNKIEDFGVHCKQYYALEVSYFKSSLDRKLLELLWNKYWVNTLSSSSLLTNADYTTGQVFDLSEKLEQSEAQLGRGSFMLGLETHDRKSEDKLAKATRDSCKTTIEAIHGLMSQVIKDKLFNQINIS
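Assay system: Purified human Csn5 enzyme expressed in HEK293T cells | Amount: Enzyme 0.24 nM | Measured by: Fluorescence polarization readout | Medium: Tris/NaCl/DTT buffer, pH 7.5 | Compound dosing: One concentration, 12.5 µM, 0.25% DMSO | Times: 90 min incubation of compound, enzyme and substrate at room temperature | Control set: no-enzyme wells high, enzyme-with-substrate wells low | Read-out: % inhibition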
* hit, by the source's call; i = inactive; nt = not tested or not shown.

SMILES	PABP1 MLLE inh	Rpn11 inh	STEP block	Scp1 inh	NadD inh	Tb MetRS inh	DNMT1 block	LMPTP inh	SUMO1 PPI mod	CSN deneddyl inh
Cc1cccc(C(=O)N2CCN(S(=O)(=O)N3CCCCC3)CC2)c1	8	i	1	-15	-2	-0.1	3	-0.7	2	-3
CC(C)C(=O)Nc1ccc([N+](=O)[O-])c(C(F)(F)F)c1	-9	i	0	-6	-2	-1.4	6	-1.2	-16	-2
O=C(CSc1nnc(-c2ccncc2)o1)Nc1cc(F)ccc1F	-63	i	-6	-8	2	-0.3	5	-1.2	6	2
O=C(NCC1CCS(=O)(=O)C1)NCC1CCS(=O)(=O)C1 (stereo not given)	15	i	-3	-4	-12	-0.1	-4	-0.4	1	-6
O=C(Cn1ccc([N+](=O)[O-])n1)N1CCc2ccccc21	11	i	4	-6	-6	-0.6	0	-1.1	1	4
CN1CCN(CCNC(=O)Nc2ccccc2[N+](=O)[O-])CC1	-5	i	-3	-2	-1	-0.9	0	-3.9	-16	-1
c1ccc2oc(SCc3cn4ccccc4n3)nc2c1	-9	i	0	0	-1	0.0	0	-0.6	1	-7
COc1ccc(S(=O)(=O)N2CCC(C(=O)NCCC(=O)Nc3cccc(Cl)c3)CC2)cc1	-1	i	0	-13	-7	0.6	-2	0.3	4	2
CC(C)c1nc(C#N)c(N2CCOCC2)o1	14	i	1	-5	-1	0.3	1	0.8	1	-3
COCCN(C(=O)Nc1ccc(OC)cc1OC)C1CCN(C(C)C)CC1	-9	i	-2	2	-4	-0.5	0	-0.3	7	3
CCOC(=O)N1CCN(Cc2nc3c(c(=O)n(C)c(=O)n3C)n2CCCc2ccccc2)CC1	-5	i	-3	7	-2	-0.2	3	-1.1	-1	-2
CC(C)C(=O)NC(c1cccc([N+](=O)[O-])c1)c1c(O)ccc2ccccc12 (stereo not given)	5	i	0	-9	-5	0.1	6	-1.0	2	-3
COc1ccccc1-c1nnc2sc(COc3ccc(Cl)cc3Cl)nn12	-43	i	1	10	6	0.0	-6	3.0	1	12
CCOC(=O)c1cnn(-c2ccccc2)c1NC(=O)c1ccccc1C	0	i	0	-9	-5	-1.1	3	2.4	2	8
Cc1cc(C)c2c(N)c(C(=O)Nc3nccs3)sc2n1	11	i	11	-2	5	-0.1	-2	0.6	-15	3
O=C1CCN(Cc2ccccc2)CCN1[C@H](COc1ccccc1)Cc1ccccc1	8	i	1	4	1	-0.3	-5	-0.4	0	0
CCNc1ccc(C(=O)OCC(=O)NCCN2C(=O)CSC2=O)cc1[N+](=O)[O-]	3	i	0	5	2	-1.1	1	-0.4	-32	-4
CCc1cccc(CC)c1NC(=O)CSc1nc2ccc(N3C(=O)C4C5C=CC(C5)C4C3=O)cc2s1 (stereo not given)	-10	i	2	-7	2	0.1	-3	1.6	-3	5
O=C(N/C(=C\c1cccc([N+](=O)[O-])c1)C(=O)N1CCOCC1)c1ccc([N+](=O)[O-])cc1	7	i	-3	-6	0	0.8	2	-0.8	-23	2
COc1ccc(/C=N/Nc2ncnc3scc(-c4ccccc4)c23)cc1OC	-17	i	2	-3	1	-0.9	-14	2.8	-14	3
Cc1cc(NC(=O)c2cc(-c3ccco3)on2)n(-c2ccccc2)n1	-12	i	-2	3	4	-0.7	-8	-0.5	1	7
CCCCn1c(N)c(-c2nc3ccccc3o2)c2c([N+](=O)[O-])nn(C)c(=O)c21	4	i	58*	93*	3	-0.5	87*	55*	-7	2
O=C(CN1CCOCC1)Nc1ccc(F)cc1	-2	i	-2	-7	-7	-0.9	3	-1.5	2	-2
Cc1ccc(C)c(N(Cc2cc3ccc(C)cc3[nH]c2=O)C(=O)c2ccco2)c1	2	i	1	-4	-2	0.9	142*	0.1	2	7
COC(=O)[C@@H]1C[C@]2(OC(=O)c3ccccc3)C=CC(=O)C[C@@H]2N1C(=O)OCc1ccccc1	14	i	2	-4	-2	-0.3	6	1.2	5	3
COCCNc1c2c(c(C#N)c3nc4ccccc4n13)CCCC2	-8	i	-1	-1	2	-0.3	0	0.0	-10	-5
Clc1ccc(C2=Nn3c(Cn4nnc5ccccc54)nnc3SC2)cc1	21	i	8	-5	-2	0.0	-3	-0.3	-5	3
CCSc1cc(N2CCCC2)nc(-c2ccc(F)cc2)n1	10	i	3	-3	12	-1.6	0	0.6	-4	3
COc1cc(C(=O)Nc2ccc(NC(=O)C3CC3)nc2)cc(OC)c1OC	5	i	0	-6	1	-0.3	-4	-4.6	-4	2
Cc1cccc(CN2CCC(n3nccc3NC(=O)CCCc3ccccc3)CC2)c1	6	i	0	nt	-5	0.0	-4	-1.8	-2	4
C/C=C(\C)C(=O)OC(C)(C)[C@H]1Cc2cc3ccc(=O)oc3cc2O1	-7	i	0	-13	-2	-1.5	2	2.5	-7	2
CC(=O)c1cc2c(cc1NS(=O)(=O)c1ccccc1Br)OCO2	4	i	-1	-12	-6	-0.4	2	4.6	1	5
CC1(C)CC(=O)C2=C(C1)Nc1ncnn1C2c1ccccn1 (stereo not given)	1	i	-2	-10	-4	-1.1	0	1.0	3	1
Cc1n[nH]c(=O)c2c(NC(=O)CSc3nnc(-c4ccncc4)n3C)oc(C)c12	15	i	4	-6	1	0.0	1	-7.9	-16	-3
COc1ccc(Cl)cc1NC(=O)CN(C)C(=O)Cc1ccsc1	-31	i	-3	-5	0	-0.3	-2	-0.3	7	3
CCn1cc(S(=O)(=O)NCCc2ccc(F)cc2)cn1	-2	i	-4	-2	-4	-0.7	3	0.2	1	1
COC(=O)c1sc(S(=O)(=O)N2CCN(c3ccc(OC)cc3)CC2)c(C(=O)OC)c1C	0	i	1	-2	6	-0.4	-1	2.2	2	3
COc1cccc(-c2nnc(Nc3nc4c(F)cccc4s3)o2)c1	6	i	1	-79	16	-0.3	-2	0.5	14	4
CCS(=O)(=O)c1nc(S(=O)(=O)c2ccc(Cl)cc2)c(NCc2ccco2)s1	-2	i	0	-3	0	-0.2	2	-1.7	-3	-5
COc1ccc(CNC(=O)C(c2ccco2)N(C(=O)Cc2cccs2)c2cccnc2)cc1 (stereo not given)	6	i	-2	-6	-1	-0.1	1	-0.1	4	-10
COc1ccc(N2C(=O)c3ccc(C(=O)Nc4ccccc4OC)cc3C2=O)cc1	-4	i	1	3	-3	-1.2	1	1.9	-30	0
Cc1ccc(N=Nc2c(N)nn3c(C)cc(C)nc23)cc1	2	i	10	-24	2	0.2	-4	0.4	-11	9
CCOc1ccccc1N(C)C(=O)c1nn(-c2ccc(OC)cc2OC)c(=O)c2ccccc12	2	i	0	-7	-5	-0.2	-3	-1.2	2	6
CCOc1ccc(S(=O)(=O)NCCC(=O)N2CCCN(C)CC2)cc1	7	i	1	1	3	-0.2	-1	-1.2	-4	-2
COc1ccccc1S(=O)(=O)N(C)C[C@H]1OCc2cn(nn2)CCCC(=O)N([C@H](C)CO)C[C@@H]1C	18	i	-1	nt	0	0.1	-2	-1.9	0	2
CCOc1cc(C2C(C(=O)c3ccco3)=C(O)C(=O)N2CCc2ccccc2)ccc1O (stereo not given)	3	i	7	-7	0	-0.2	-1	1.2	-14	1
Nc1ccc(S(=O)(=O)N2CCOCCOCCOCCOCCOCC2)cc1	2	i	1	-6	-1	-1.6	1	-2.2	-1	-4
COC(=O)Cc1cc(C)cc2c(=O)cc(-c3ccoc3)oc12	-82	nt	-1	20	6	-0.1	3	2.2	10	12
O=C(Nc1ccc(OC(F)(F)F)cc1)Oc1ccccc1N1CCCCC1	3	i	0	-7	0	-0.4	3	2.3	-2	3
O=C(Nc1cccnc1)c1ccc(COc2ccccc2Br)cc1	11	i	-1	8	-7	0.0	-4	0.0	1	2

Profiles from above. Order of values: PABP1 MLLE inh | Rpn11 inh | STEP block | Scp1 inh | NadD inh | Tb MetRS inh | DNMT1 block | LMPTP inh | SUMO1 PPI mod | CSN deneddyl inh
COc1ccccc1S(=O)(=O)N(C)C[C@H]1OCc2cn(nn2)CCCC(=O)N([C@H](C)CO)C[C@@H]1C as listed: 18 | i | -1 | nt | 0 | 0.1 | -2 | -1.9 | 0 | 2
COc1ccc(N2C(=O)c3ccc(C(=O)Nc4ccccc4OC)cc3C2=O)cc1 as listed: -4 | i | 1 | 3 | -3 | -1.2 | 1 | 1.9 | -30 | 0
O=C(Nc1ccc(OC(F)(F)F)cc1)Oc1ccccc1N1CCCCC1 as listed: 3 | i | 0 | -7 | 0 | -0.4 | 3 | 2.3 | -2 | 3

Remaining list, next part
SMILES	PABP1 MLLE inh	Rpn11 inh	STEP block	Scp1 inh	NadD inh	Tb MetRS inh	DNMT1 block	LMPTP inh	SUMO1 PPI mod	CSN deneddyl inh
COc1cc2c(cc1OC)CN(C(=O)c1cc(Cl)nc(Cl)c1)CC2	6	i	0	11	-1	-1.4	2	0.5	-3	-2
CN(CCc1ccccn1)C(=O)c1ccc(OC2CCN(Cc3ccccn3)CC2)cc1	-4	i	-1	-2	-3	0.1	-1	-1.3	3	2
N#Cc1nc(Cc2ccccc2)oc1NCc1ccccc1	3	i	-1	-12	-7	0.1	-7	0.3	0	0
CCOC(=O)c1cnc(SCc2nc(N)nc(Nc3ccc(F)cc3)n2)nc1N	17	i	-1	0	3	-1.1	-7	1.9	9	2
O=C(CCN1C(=O)c2ccccc2C1=O)NCCC1=CCCCC1	-9	i	-1	1	-2	0.3	-2	-1.1	-7	-6
CCOC(=O)c1nn(-c2ccc(C)c(C)c2)c(=O)c2c(N)scc12	-26	i	5	-3	-4	0.2	-19	2.1	-14	5
C#CCCOC(=O)N1C2=NC(C(=O)OC)=C(C(=O)OC)[C@@H]3Nc4ccccc4[C@]23C[C@H]1C(=O)OC	7	i	-2	-11	1	0.6	8	-2.7	0	4
Cc1nnc(SC(C)C(=O)NC2CCCc3ccccc32)n1-c1ccccc1 (stereo not given)	-18	i	2	-6	0	-0.2	6	-1.2	2	-1
CCc1ccc2c(c1)Sc1ccccc1CC2N1CCN(C)CC1 (stereo not given)	3	i	1	17	-6	-0.3	-1	0.1	-9	-4
Cc1noc(C)c1-c1ccc2nc[nH]c(=O)c2c1	-1	i	-5	5	-1	-0.1	8	-0.9	-1	-7
CN1CCN(C(=O)/C(C#N)=C/c2ccc(OC(F)F)cc2)CC1	0	i	2	-4	-4	-0.1	-6	-2.2	2	3
COc1ccc(Br)c(-c2nc(CS(=O)(=O)c3ccc(F)cc3)no2)c1	-4	i	2	-7	-3	0.6	-3	1.6	1	5

Screening results (PubChem BioAssay)
